Screening data (PubChem)
TRb SRC2 PPI – inhibitors of human thyroid hormone receptor beta-SRC2 interaction; P10828; TRbeta-SRC2 peptide binding, fluorescence polarization; receptor liganded with 1 µM T3; Potency, µM (doses to about 106 µM), for inactives: at the top dose activity change, negative = inhibition, most hits filed as inhibitors; 0.065% of 280,000 active;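 also: plate controls were bound peptide for no effect and peptide without receptor for full effect; nearly all actives have a fitted effect of over 50% in size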
Target sequence (P10828 whole entry, looked up): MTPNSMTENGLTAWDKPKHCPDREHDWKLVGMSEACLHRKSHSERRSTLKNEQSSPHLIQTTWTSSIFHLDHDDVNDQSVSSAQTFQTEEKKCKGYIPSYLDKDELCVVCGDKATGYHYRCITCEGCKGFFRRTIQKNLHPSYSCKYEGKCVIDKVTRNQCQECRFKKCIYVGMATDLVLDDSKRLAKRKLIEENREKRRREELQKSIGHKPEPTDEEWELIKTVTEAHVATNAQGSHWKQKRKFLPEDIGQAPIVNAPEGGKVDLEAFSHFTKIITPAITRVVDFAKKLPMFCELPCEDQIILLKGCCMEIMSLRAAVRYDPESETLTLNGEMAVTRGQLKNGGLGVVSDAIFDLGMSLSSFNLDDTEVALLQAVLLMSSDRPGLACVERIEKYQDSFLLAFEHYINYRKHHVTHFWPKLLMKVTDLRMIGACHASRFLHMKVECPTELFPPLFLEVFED
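TRb LBD 0.6 uM + Texas Red SRC2 peptide 20 nM, 1 uM T3, Tris buffer w/ 5% DMSO; compound pinned, 5 h RT; FP read ex 555/em 632; normalized to unbound and bound controls.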
TexasRed fluor – alters Texas Red total fluorescence, flagging assay interference | Potency, µM (series often up to 106 µM), inactives show at the highest dose fluorescence change, negative = quenching | TRb/SRC2 Texas Red total fluorescence interference | AID 1479 | 0.29% of 280,000 active; active = well fitted curve in either direction with a large enough effect; inconclusive = small, poorly fitted or top-dose-only effect
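Human TRb ligand-binding domain at 0.6 uM with 20 nM Texas Red SRC2 peptide in Tris buffer containing 1 uM T3 and 5% DMSO, incubated with compound 5 h at ambient temperature. Total fluorescence (555/632 nm) calculated as parallel + 2 × perpendicular.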
GAA glycogen mod – GAA glycogen-cleavage inhibition or activation; recombinant GAA, glycogen substrate, Amplex Red glucose oxidase fluorescence; 0.38% of 300,000 active; AID 2100; Potency, µM (doses to about 76.4 µM), for the others: top-dose activity change, negative = inhibition, actives largely listed as inhibitors; P10253;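 also: 0% = full enzyme reaction and -100% = no-enzyme basal signal; the screen sought inhibitors and activators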
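Recombinant human enzyme (4 nM); glycogen substrate; 37 C, 40 min, pH 5.0. Readout: coupled glucose oxidase/Amplex Red fluorescence.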
Active calls of the source: *; ? = inconclusive; . = no result given; & = joins results of further samples; [ ] = dose if it differs, or a comment. Unless noted, calls follow the shape of the dose curve; as a rule, active = well fitted curve in the direction sought with a large enough effect; inconclusive = small, poorly fitted or top-dose-only effect, or another doubt; inactive = no such curve, though single readings can be large; an effect the other way counts as inactive or inconclusive. Unless noted, % is scaled to controls: 0 for no effect and ±100 for the full control effect; potency is read from the fitted curve at half-maximal effect.

SMILES	TRb SRC2 PPI	TexasRed fluor	GAA glycogen mod
CCN(CC)c1cc2c(cc1F)c(=O)c(S(=O)(=O)c1ccc(OC)cc1)cn2CC	-25%	50µM*[quencher]	-8%[76.3 µM]
Cc1n[nH]c(C)c1S(=O)(=O)N1CCCC(C(=O)Nc2ccc(Cl)cc2)C1 (centres undefined)	-1%	0%	-8%[76.3 µM]
Cc1cccc(C)c1Nc1c(-c2ccccc2Cl)nc2cnccn12	-2%	-4%	?
CCc1nnc2c3ccccc3nc(Nc3ccc(F)c(Cl)c3)n12	-4%	-1%	12%[76.3 µM]
CC(C)C(=O)Nc1cccc(C(=O)Nc2nnc(CC(C)(C)C)s2)c1	2%	2%	-10%[76.3 µM]
COc1cccc(NS(=O)(=O)c2ccc3[nH]cc(C(=O)N4CCCC4)c(=O)c3c2)c1	5%	-2%	28µM*
CN(C(=O)CSc1nncn2c1cc1occc12)c1ccccc1	-1%	0%	1%[76.3 µM]
Cc1cccc(OCCCn2c(CCNC(=O)C(C)(C)C)nc3ccccc32)c1	-2%	-2%	-2%[76.3 µM]
CCC(=O)N1CCc2cc(S(=O)(=O)N3CCN(c4ccccc4F)CC3)ccc21	-2%	-1%	17%[76.3 µM]
O=C(Nc1ccc(Cl)c(Cl)c1)N(Cc1c[nH]c2ccccc12)C1CCCCC1	-3%	-1%	10%[76.3 µM]
CCC1CN(C(=O)Nc2cc(OC)cc(OC)c2)c2ccccc2S1 (centres undefined)	0%	-20%	6%[76.3 µM]
Cc1ccc(CCNC(=O)Cn2ncc3c(=O)oc4ccccc4c32)cc1	-2%	-3%	-13%[76.3 µM]
COCCCNC(=O)c1ccc2c(c1)N(Cc1ccccc1F)C(=O)c1ccccc1S2=O (centres undefined)	-1%	?	-7%[76.3 µM]
CCOc1ccc(-n2c(SCC(=O)Nc3ccc(CC)cc3)nc3c(oc4ccccc43)c2=O)cc1	5%	-2%	-11%[76.3 µM]
O=C(NCc1ccc(Cl)cc1)C1CCN(S(=O)(=O)Cc2ccccc2)CC1	-3%	0%	-14%[76.3 µM]
CC1(C)CC(=O)c2cc(-c3nc(-c4ccc(Br)cc4)cs3)c(=O)n(-c3ccccc3)c2C1	-1%	7%	16%[76.3 µM]
COc1ccc(-c2noc(CC(=O)Nc3cc(OC)ccc3OC)n2)cc1	1%	-2%	16%[76.3 µM]
Cc1ccc(Cl)cc1N1CCN(C(=O)c2nn(C)c3c2CS(=O)(=O)c2ccccc2-3)CC1	-4%	-14%	-1%[76.3 µM]
CCCn1c(=O)c2sccc2n2c(CCCC(=O)NC3CCCCC3)nnc12	7%	-1%	7%[76.3 µM]
CCc1cccc(C)c1NC(=O)C1CCN(c2nn3c(=O)cc(C)nc3s2)CC1	0%	0%	-10%[76.3 µM]

Molecules above containing a furan ring, fused or not, in the order listed:
SMILES	TRb SRC2 PPI	TexasRed fluor	GAA glycogen mod
CN(C(=O)CSc1nncn2c1cc1occc12)c1ccccc1	-1%	0%	1%[76.3 µM]
CCOc1ccc(-n2c(SCC(=O)Nc3ccc(CC)cc3)nc3c(oc4ccccc43)c2=O)cc1	5%	-2%	-11%[76.3 µM]

Continuation.
SMILES	TRb SRC2 PPI	TexasRed fluor	GAA glycogen mod
Cc1ccc(NC(=O)c2oc3ccccc3c2NC(=O)C23CC4CC(CC(C4)C2)C3)cc1	0%	-2%	-14%[76.3 µM]
O=S(=O)(NCCc1nnc2ccc(SCc3ccc(C(F)(F)F)cc3)nn12)c1ccccc1	4%	0%	11%[76.3 µM]
Cc1cccc(NC(=O)CSc2nc3ccccc3nc2N2CCCCC2)c1C	-5%	-1%	-4%[76.3 µM]
O=C(NCC12CC3CC(CC(C3)C1)C2)c1cc2nc(-c3ccccc3)cc(C(F)(F)F)n2n1	3%	5%	-12%[76.3 µM]
Cn1c(=O)c2c(-c3ccccc3)n3c(c2n(C)c1=O)C(c1cccc([N+](=O)[O-])c1)Nc1ccccc1-3 (centres undefined)	-3%	-2%	-5%[76.3 µM]
CCOc1ccc(N2CC(c3nc4ccccc4n3CCCCOc3ccc(OC)cc3)CC2=O)cc1 (centres undefined)	2%	-19%	8%[76.3 µM]
O=C1CN(C(=O)Cc2ccc(F)cc2)C(c2ccccc2)c2cc(Cl)ccc2N1 (centres undefined)	0%	-1%	-17%[76.3 µM]
CCOC(=O)c1ccccc1NC(=O)N1CCOc2ccc(Cl)cc21	-7%	4.5µM*[quencher]	-9%[76.3 µM]
CCOc1ccc(-c2nonc2NC(=O)c2oc3ccc(F)cc3c2C)cc1	-16%	0.79µM*[quencher]	4%[76.3 µM]
CCN(CC)C(=O)c1c(NC(=O)c2cccc(C)c2)sc2c1CCC(C)C2 (centres undefined)	-3%	-3%	-21%[76.3 µM]

Quoted from the listing.
Cc1ccc(CCNC(=O)Cn2ncc3c(=O)oc4ccccc4c32)cc1 @ TexasRed fluor = -3%
CN(C(=O)CSc1nncn2c1cc1occc12)c1ccccc1 @ GAA glycogen mod = 1%[76.3 µM]
CCC1CN(C(=O)Nc2cc(OC)cc(OC)c2)c2ccccc2S1 (centres undefined) @ TexasRed fluor = -20%
CCCn1c(=O)c2sccc2n2c(CCCC(=O)NC3CCCCC3)nnc12 @ TexasRed fluor = -1%
Cc1cccc(NC(=O)CSc2nc3ccccc3nc2N2CCCCC2)c1C @ TRb SRC2 PPI = -5%
CCc1cccc(C)c1NC(=O)C1CCN(c2nn3c(=O)cc(C)nc3s2)CC1 @ GAA glycogen mod = -10%[76.3 µM]

(next part)
SMILES	TRb SRC2 PPI	TexasRed fluor	GAA glycogen mod
CCc1ccc(S(=O)(=O)c2c(C(=O)c3ccc(C)c(C)c3)cnc3ccccc23)cc1	0%	0%	-14%[76.3 µM]
CS(=O)(=O)N1CCc2cc(C(=O)N3CCN(c4ccccc4F)CC3)ccc21	-7%	-1%	1%&-7%[76.3 µM]
COc1ccccc1CNC(=O)CSc1nc(-c2ccc(OC)c(OC)c2)cc(C(F)(F)F)n1	-1%	-10%	-1%[76.3 µM]
CC1CCc2c(sc3nnn(CC(=O)Nc4c(C(C)C)cccc4C(C)C)c(=O)c23)C1 (centres undefined)	-2%	-9%	3%[76.3 µM]
CC(=O)c1nn(-c2ccc(OC(F)(F)F)cc2)nc1Nc1ccc(Cl)cc1	3%	-1%	11%[76.3 µM]
CCOc1ccc(CCNC(=O)c2ccc(-n3c(C)cc4c3CCCC4)cc2)cc1OCC	-3%	4%	19%[76.3 µM]
CCOc1ccc(NC(=O)c2cccc3c(=O)c4c([nH]c23)CCCC4)cc1	2%	-3%	9%[76.3 µM]
CCOc1ccc(NC(=O)CSc2cn(CC(=O)N3CCOCC3)c3ccccc23)cc1	3%	0%	-1%[76.3 µM]
Cc1ccc(C(=O)c2oc3ccccc3c2NC(=O)c2cc(=O)c3cc(C)ccc3o2)cc1	-10%	?	-1%[76.3 µM]
Cc1ccc2c(c1)N(CCCC(=O)NCc1cccc(F)c1)C(=O)CO2	0%	-1%	45µM*
Cn1c(=O)oc2cc(S(=O)(=O)NCCC(=O)NCc3ccc(F)cc3)ccc21	-1%	0%	-5%&11%[76.3 µM]
Cc1ccc(S(=O)(=O)c2cn(CC(=O)Nc3ccc4c(c3)OCO4)c3ccc(C)cc3c2=O)cc1	1%	-1%	-11%[76.3 µM]
CCc1c(C)sc(NC(=O)c2cc3nc(-c4ccc(OC)cc4)cc(C(F)(F)F)n3n2)c1C(=O)OC	-3%	6%	-1%[76.3 µM]
COc1ccc(/C=C(\C#N)c2nc(-c3cc4ccccc4oc3=O)cs2)cc1OC	0%	-16%	3%[76.3 µM]
O=C(NCCN1CCCCC1)c1ccc(Cn2c(SCc3ccc(F)cc3)nc3cccnc32)cc1	11%	-5%	4%[76.3 µM]
Cc1ccc(NC(=O)CSc2nc3nccnc3c(=O)n2CCc2c[nH]c3ccccc23)cc1C	-1%	-22%	9%[76.3 µM]
CCCCOC(=O)c1ccc(NC(=O)Cc2coc3c(C)c(C)ccc23)cc1	-3%	5%	-7%[76.3 µM]
CC(C)(C)C1CCc2c(sc(NC(=O)c3cc4ccccc4c(=O)o3)c2C(N)=O)C1 (centres undefined)	4%	1%	-14%[76.3 µM]
CCc1ccc(-c2nc(CSCC(=O)NCc3ccc(C)cc3)c(C)o2)cc1	-21%	1%	11%[76.3 µM]
COc1cccc(-c2nc(CS(=O)(=O)CC(=O)NCCc3ccc(OC)cc3OC)c(C)o2)c1	-16%	-1%	-11%&1%[76.3 µM]

Compound profiles, from the list above.
Shown for COc1ccccc1CNC(=O)CSc1nc(-c2ccc(OC)c(OC)c2)cc(C(F)(F)F)n1 → TRb SRC2 PPI: -1%; TexasRed fluor: -10%; GAA glycogen mod: -1%[76.3 µM]
Shown for CCCCOC(=O)c1ccc(NC(=O)Cc2coc3c(C)c(C)ccc23)cc1 → TRb SRC2 PPI: -3%; TexasRed fluor: 5%; GAA glycogen mod: -7%[76.3 µM]

(more compounds)
SMILES	TRb SRC2 PPI	TexasRed fluor	GAA glycogen mod
CCc1ccc(S(=O)(=O)c2cn(C)c3cc(N4CCCCC4C)c(F)cc3c2=O)cc1 (centres undefined)	-24%	112µM*[quencher]	-3%[76.3 µM]
CCOc1ccccc1C1CC(=O)Nc2c1c(=O)n(C)c1ncnn21 (centres undefined)	3%	-24%	18%[76.3 µM]
Cc1ccc(C)c(CN2C(=O)c3ccccc3S(=O)c3ccc(C(=O)NCc4ccco4)cc32)c1 (centres undefined)	-1%	0%	-6%[76.3 µM]
Cc1ccc(CCNC(=O)c2ccc(CNS(=O)(=O)c3ccccc3)cc2)cc1	3%	-1%	.
COCCNC(=O)CCCn1c(SCC(=O)Nc2cccc(C)c2)nc2c(sc3ccccc32)c1=O	7%	-1%	-8%[76.3 µM]
CCC(CC)C(=O)Nc1ccc2nc(SCC(=O)N3CCc4ccccc43)sc2c1	3%	7%	-5%[76.3 µM]
CSc1ccc(C2c3c(oc4ccccc4c3=O)C(=O)N2CCCN2CCOCC2)cc1 (centres undefined)	3%	-27%	15%[76.3 µM]
CCOC(=O)c1cccc(NS(=O)(=O)c2ccc3[nH]c4c(c3c2)CCCC4)c1	-1%	?	1%[76.3 µM]
COc1ccc(-c2cc(=O)oc3c4c(ccc23)OCN(Cc2ccccc2)C4)cc1	0%	3%	19%[76.3 µM]
CCCCSCCCNC(=O)c1cn(CC)c2ccc(S(=O)(=O)N3CCCCCC3)cc2c1=O	-1%	-2%	-16%[76.3 µM]
CCOc1ccc(NC(=O)C(NS(=O)(=O)c2ccc3c(c2)CCN3C(C)=O)C(C)C)cc1 (centres undefined)	-5%	-3%	-1%[76.3 µM]
CCOc1cc(C2c3c(oc4cc(C)cc(C)c4c3=O)C(=O)N2CCO)ccc1O (centres undefined)	5%	-2%	6%[76.3 µM]
Cc1ccc(OCC(=O)Nc2ccc(S(=O)(=O)Nc3cc(C)on3)cc2)c(Br)c1	10%	-3%	1%[76.3 µM]
CCOc1ccc(CNC(=O)C2CCN(c3nnc(-n4c(C)ccc4C)s3)CC2)cc1	12%	-4%	-6%[76.3 µM]
Cc1ccc2c(CC(=O)Nc3ccc(S(=O)(=O)Nc4nc(C)cc(C)n4)cc3)coc2c1	0%	-19%	8%[76.3 µM]
COc1ccccc1S(=O)(=O)Cc1ccc(C(=O)NCc2ccc(Cl)cc2)o1	-3%	0%	-9%[76.3 µM]
COc1ccc(-c2c(C)nn3c(N4CCC(C(=O)NCCC(C)C)CC4)cc(C)nc23)cc1OC	-3%	2%	12%[76.3 µM]
Cc1ccccc1NC(=O)CSc1nccn1C	9%	1%	13%[76.3 µM]
CCOc1ccc(C2NC(=O)c3c(COC)cc(C)nc3N2Cc2ccccc2)cc1OC (centres undefined)	-8%	2%	0%[76.3 µM]
Cc1ccc(CNC(=O)C2CCCN(Cc3nc(-c4cccc(C)c4)oc3C)C2)cc1 (centres undefined)	-20%	?	-12%[76.3 µM]
Cc1ccc(NC(=O)CSc2cc(=O)n(C)c3ccc(Cl)cc23)c(Br)c1	-8%	-2%	-1%[76.3 µM]
CCc1ccc2occ(CC(=O)Nc3sc4c(c3C(=O)OC)CCC4)c2c1	3%	4%	11%[76.3 µM]
O=S(=O)(c1ccc2ccccc2c1)n1nc(-c2ccco2)nc1NCc1cccc(Cl)c1	-2%	-33%	3%[76.3 µM]
Cc1cccc(NC(=O)CSc2cn(CC(=O)N3CCOCC3)c3ccccc23)c1	-3%	0%	11%[76.3 µM]
O=C(COc1ccccc1[N+](=O)[O-])Nc1cccc(-c2nc3ccccc3s2)c1	3%	-10%	5%[76.3 µM]
O=C(C1CCCN(S(=O)(=O)c2cccc3nsnc23)C1)N1CCN(c2ccccc2F)CC1 (centres undefined)	-1%	-2%	-6%[76.3 µM]
CCOc1ccc(NC(=O)CC2C(=O)N(c3ccc(F)cc3)C(=O)N2Cc2ccc(OC)c(OC)c2)cc1 (centres undefined)	1%	-2%	8%[76.3 µM]
Cc1cc2cc(CCNS(=O)(=O)c3ccc(Br)cc3)c(=O)[nH]c2cc1C	0%	0%	3%[76.3 µM]

Some of the compounds tested, so the mix of outcomes need not match the whole.
